TRPC6 activator: mouse TRPC6 channel activation | HEK293-TRPC6 membrane potential dye fluorescence; active compounds read high | B-score at 10 µM | actives 0.13% (n = 310,000) | AID 2550;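 active means B-score of the integrated fluorescence ratio above library mean plus 3 SD, and starting fluorescence ratio within library mean plus 5 SD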;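 further: higher score means more depolarization so channel activation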
ANO1 activ: mouse TMEM16A channel activation, primary screen; Q8BHY3; HEK293 TMEM16A/YFP-H148Q/I152L, iodide quench fluorescence; active compounds read low; B-score at 10 µM; actives 0.3% (n = 340,000); AID 623877;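 active means fluorescence-ratio B-score plate-corrected deviation score at least 3 library SD below zero, with starting fluorescence score within 5 deviations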;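 further: channel opened by trigger with iodide after compound preincubation; score built on the fluorescence ratio of max minus min over baseline; more negative score means more quench and so TMEM16A activation or potentiation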
MrgX1 PAM: human MrgX1 positive allosteric modulation, primary screen; B-score at 10 µM; MrgX1-HEK293, Fluo-4 calcium flux, FDSS; active compounds read high; Q96LB2; actives 0.63% (n = 310,000); AID 588675;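 active means plate-corrected calcium response at least 3 library SD above typical, normal starting fluorescence, not activating the receptor alone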;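 further: compound read alongside a low EC10 to EC30 dose of BAM8-22 agonist; peak minus trough fluorescence over baseline measured at the second addition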
Target sequence (Q96LB2 whole entry, looked up): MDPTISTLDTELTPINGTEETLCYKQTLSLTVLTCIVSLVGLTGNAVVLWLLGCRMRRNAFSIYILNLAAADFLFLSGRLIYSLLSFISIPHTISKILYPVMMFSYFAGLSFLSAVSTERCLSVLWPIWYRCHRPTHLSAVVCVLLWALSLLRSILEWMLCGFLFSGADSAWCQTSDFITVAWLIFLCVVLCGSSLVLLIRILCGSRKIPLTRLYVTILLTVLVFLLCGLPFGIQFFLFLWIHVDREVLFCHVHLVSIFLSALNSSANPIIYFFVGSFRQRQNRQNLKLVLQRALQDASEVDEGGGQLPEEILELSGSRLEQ
MrgX1 antagonist: blocks BAM8-22 activation of human MrgX1 receptor | actives 1.3% (n = 310,000) | Q96LB2 | MRGX1-HEK293 calcium flux, Fluo-4, BAM8-22 antagonism; active compounds read low | AID 588676 | B-score at 10 µM;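 active means calcium-response B-score plate-corrected more than 3 library SD below zero, starting fluorescence within 5 deviations, no agonist response on first addition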;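 further: peak minus trough fluorescence over baseline after final BAM8-22 challenge near maximal dose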
TRPC6 inhibitor: inhibitors of mouse TRPC6 channel. AID 2553. Q61143. actives 1.1% (n = 310,000). B-score at 10 µM. HEK293-TRPC6, membrane potential dye, ACh-evoked depolarization; active compounds read low;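 active means B-score under library mean minus 3 SD, initial fluorescence not abnormally high, positive integrated signal ratio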;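 further: B-score derived from integrated fluorescence ratio over the kinetic read; more negative B-score means stronger inhibition of depolarization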
TMEM16A inh: blocks the mouse calcium-activated chloride channel TMEM16A | actives 1.2% (n = 310,000) | normalized B-score (activity score, 25-100; higher = stronger inhibition) at 10 µM | AID 588511 | HEK293 TMEM16A/YFP iodide influx fluorescence, ionomycin | Q8BHY3;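 active means ratio plate-corrected score three or more library SD toward inhibition, starting fluorescence score within five deviations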;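 further: score derived from kinetic fluorescence span divided by baseline fluorescence per well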
RGS4 block: inhibitors of human RGS4. P49798. HEK293 M3R/RGS4 inducible, Fluo-4 calcium flux; active compounds read high; triggered by carbachol at its EC20. B-score at 10 µM. actives 0.45% (n = 310,000). AID 463165;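 active means B-score, a plate-corrected calcium signal, over three deviations above library mean, with baseline fluorescence within five deviations of library mean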;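 further: RGS4 expression induced by doxycycline in cells with stable M3 receptor; B-score is computed from the integrated fluorescence ratio over baseline after carbachol; higher B-score means a larger calcium signal and so more RGS4 inhibition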
Target sequence (P49798 whole entry, looked up): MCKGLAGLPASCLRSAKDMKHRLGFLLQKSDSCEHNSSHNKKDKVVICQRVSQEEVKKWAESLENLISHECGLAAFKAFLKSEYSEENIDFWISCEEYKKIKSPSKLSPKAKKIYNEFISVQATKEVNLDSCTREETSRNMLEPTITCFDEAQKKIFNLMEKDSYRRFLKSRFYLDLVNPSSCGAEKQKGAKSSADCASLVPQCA
RGS4 act: potentiators or activators of RGS4. HEK293 M3R/inducible RGS4, carbachol calcium flux Fluo4; active compounds read low. B-score at 10 µM. actives 0.92% (n = 310,000);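 active means B-score of the integrated calcium signal more than 4 SD below the library mean, with starting fluorescence not abnormally high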;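 further: negative B-score means reduced calcium response which marks RGS4 activation or potentiation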
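Assay system: Inducible-RGS4 HEK293 cells carrying M3 receptor | Schedule: Compound preincubation 20 min at room temperature before agonist | Signal: Kinetic calcium fluorescence imaging with Fluo4-AM dye, 2 µM | Read-out basis: B score from integrated fluorescence ratio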
HDAC3 inhib: blocks human histone deacetylase 3; O15379; recombinant HDAC3, fluorogenic peptide/trypsin coupled, fluorescence; inhibition, % at 8.3 µM; actives 0.15% (n = 320,000); AID 2718; in the data active means inhibition above about 26%, passing the limit was not always enough
Target sequence (O15379 whole entry, looked up): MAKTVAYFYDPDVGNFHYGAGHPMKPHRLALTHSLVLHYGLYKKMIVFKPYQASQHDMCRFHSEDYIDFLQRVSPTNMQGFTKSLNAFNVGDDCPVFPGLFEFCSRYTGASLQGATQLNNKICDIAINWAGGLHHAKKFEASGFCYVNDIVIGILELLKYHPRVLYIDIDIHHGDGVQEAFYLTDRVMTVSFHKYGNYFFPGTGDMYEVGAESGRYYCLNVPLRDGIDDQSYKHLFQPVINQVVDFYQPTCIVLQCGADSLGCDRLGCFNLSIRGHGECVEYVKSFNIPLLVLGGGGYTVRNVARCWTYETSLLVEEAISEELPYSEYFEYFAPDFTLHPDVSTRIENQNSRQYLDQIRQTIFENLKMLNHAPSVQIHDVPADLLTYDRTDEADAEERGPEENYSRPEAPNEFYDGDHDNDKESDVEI
SKKanGAS inh: SKKanGAS growth inhibition; AID 1662; inhibition, % at 7.5 µM; S. pyogenes SKKanGAS, kanamycin growth, BacTiter-Glo, 6 h; actives 1.3% (n = 300,000);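 active means mean replicate score, as percent of positive control median, at least 50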;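 further: strain carries kanamycin resistance gene driven by streptokinase promoter and grows in 40 µg/ml kanamycin; loss of luminescence reflects streptokinase promoter inhibition or plain growth inhibition; 0% = median of DMSO wells and 100% = positive control at its reference dose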
MrgX1 ag: human MrgX1 receptor agonism, primary screen. B-score at 10 µM. MrgX1-HEK293 cells, Fluo-4 calcium fluorescence, agonist mode; active compounds read high. Q96LB2. AID 588627. actives 0.44% (n = 310,000);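 active means calcium response B-score plate-corrected fluorescence ratio at least 3 library SD, with starting fluorescence B-score inside 5 SD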
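Test system: HEK293 cells stably expressing human MrgX1 receptor; Input: fifteen thousand cells per well; Dosing: compound delivered in addition one of three; Schedule: overnight seeding, then 1 h dark dye loading; Technique: Fluo-4 NW calcium fluorescence; Measure: B-scored fluorescence response ratio; Controls: positive and negative controls per plate.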
* marks the source's active call; other numbers are inactive results; i = inactive; x = not tested or not shown.

SMILES	TRPC6 activator	ANO1 activ	MrgX1 PAM	MrgX1 antagonist	TRPC6 inhibitor	TMEM16A inh	RGS4 block	RGS4 act	HDAC3 inhib	SKKanGAS inh	MrgX1 ag
COc1ccc([N+](=O)[O-])cc1NC(=O)CCCOc1ccccc1	i	i	i	i	i	i	i	i	-1	-5	i
Cc1ccc(NC2CCCN(C(=O)CCC(=O)c3ccccc3)C2)cc1C (stereo not drawn)	i	i	x	x	i	x	i	i	x	-8	x
Cc1ccccc1NS(=O)(=O)c1cc2c(cc1C)N(C)CCO2	i	i	i	i	i	i	i	i	x	0	i
CC(C)C1/C(=N/O)CC(c2ccccc2)NC1c1ccccc1 (stereo not drawn)	i	i	i	i	i	i	i	i	-1	3	i
C=C(C)CC(Nc1ccc(OC)cc1)c1ccco1 (stereo not drawn)	i	i	i	i	i	i	i	i	2	5	i
CCCCN(C)CCCNC(=O)c1cc(=O)[nH]c2ccc(S(=O)(=O)N3CCCCC3C)cc12 (stereo not drawn)	i	i	i	i	i	i	i	i	0	0	i
c1ccc(-c2ccccc2OCCOCCN2CCc3ccccc3C2)cc1	i	i	i	i	i	i	i	i	8	-4	i
COc1ccc(NS(=O)(=O)c2cc3c4c(c2)CCN4C(=O)CC3)cc1OC	i	i	i	i	i	i	i	i	12	2	i
CSc1ccc(S(=O)(=O)N2CCC(C(=O)Nc3cccnc3)CC2)cc1	i	i	i	i	i	i	i	i	7	-2	i
CCCC(=O)Oc1ccc(N(C(=O)CCC)S(=O)(=O)c2cccc([N+](=O)[O-])c2)cc1	i	i	i	i	i	i	i	i	50*	11	i
COc1ccc2cc3cc(C(=O)N4CC(C)CC(C)C4)oc3nc2c1 (stereo not drawn)	i	i	i	i	i	i	i	i	-10	19	i
Cc1cc(=O)oc(C)c1C(=O)NCC1COc2ccccc2O1 (stereo not drawn)	i	i	i	i	i	i	i	i	4	2	i
CCOC(=O)c1cc(-c2ccc(Cl)cc2)nc2c1c(=O)[nH]c(=O)n2CCOC	i	i	i	i	i	i	i	i	-9	27	i
O=C(C1CCCN(S(=O)(=O)c2cccc3nonc23)C1)N1CCN(c2cccc(Cl)c2)CC1 (stereo not drawn)	i	i	i	i	i	i	i	i	1	15	i
O=C(CN1CCSCC1)N/N=C/c1ccc(Cl)cc1	i	x	i	i	i	i	i	i	2	-1	i
COc1ccc(OC)c(/C=N/NC(=O)CN2CCSCC2)c1	i	i	i	i	i	i	i	i	-40	-7	i
COc1cc(/C=C(\C#N)C(=O)Nc2cccnc2)ccc1OC(C)C	x	i	i	i	x	i	x	x	5	x	i
O=S1(=O)N=C(N(CCO)/N=C/c2ccccc2F)c2ccccc21	i	i	i	i	i	i	i	i	-6	-2	i
CCOC(=O)c1[nH]c(C)c(C(=O)OCC(=O)N2CCc3ccccc32)c1C	i	i	i	i	i	i	i	i	-3	-2	i
COC(=O)c1cc(OC)c(OC)cc1NC(=O)c1ccc(C)cc1	i	i	i	i	i	i	i	i	-2	11	i
COc1ccc(NC(=O)C23CCC(C2)C(C)(C)C3=O)cc1 (stereo not drawn)	i	i	i	i	i	i	i	i	2	2	i
CC(C)(C)n1nnnc1C(c1cccs1)N(Cc1ccc(Cl)cc1)CC1CCCO1 (stereo not drawn)	i	i	i	i	i	i	i	i	3	18	i
O=C(O)CCn1ncc2ccccc2c1=O	i	i	i	i	i	i	i	i	-2	-8	i
Cn1c(SCC(=O)Nc2nc(C(C)(C)C)cs2)nnc1C1CC1	i	i	i	i	i	i	i	i	x	-2	i
Cn1c(OCc2ccc3c(c2)OCO3)nc2c1c(=O)n(Cc1ccc(Cl)c(Cl)c1)c(=O)n2C	i	i	i	i	i	i	i	i	-3	-1	i
COc1ccc(S(=O)(=O)Nc2c(C(=O)O)[nH]c3ccccc23)cc1OC	i	i	i	i	i	i	i	i	-1	0	i
O=C(CSc1nc2ccccc2n1S(=O)(=O)c1ccccc1)N1CCCCC1	i	i	i	i	i	i	i	i	-1	-2	i
O=C(Nc1cccc(Cl)c1)Nc1ccnc(-c2cccnc2)n1	i	i	i	i	i	i	i	i	-1	-1	i
O=S(=O)(NCC(c1cccnc1)N1CCOCC1)c1ccc(Cl)cc1 (stereo not drawn)	i	i	i	i	i	i	i	i	-2	-2	i
Cn1cccc1Cc1nnc(SCC(=O)NCc2ccccc2)n1-c1ccc(F)cc1	i	i	i	i	i	i	i	i	7	0	i
C=CCn1c(COc2cccc3cccnc23)nnc1SCC(=O)OC	i	i	i	i	i	i	i	i	-2	-3	i
Cc1cc(=O)[nH]c(-c2cccs2)n1	i	i	i	i	i	i	i	i	-6	-5	i
C=CCN1C(=O)CS/C1=N/c1nccs1	i	i	i	i	i	i	i	i	5	-3	i
CCCCC(=O)NC(=S)NNC(=O)c1ccc(Cl)cc1Cl	i	i	x	x	i	x	i	i	x	90*	x
c1ccc(CSc2nnc3ccc(-c4ccncc4)nn23)nc1	i	i	i	i	i	i	i	i	8	-12	i
Cc1cccc(C)c1OCC(O)CNC(C)c1ccccc1 (stereo not drawn)	i	i	i	i	i	i	i	i	-2	4	i
CCCOC(=O)c1ccc(Nc2cc(C)nc3ncnn23)cc1	i	i	i	i	i	i	i	i	1	6	i
Cc1cc(Cl)ccc1Oc1nc(-c2ccc(F)cc2)ccc1C#N	i	i	i	i	i	i	i	i	-12	-3	i
CC1(C(=O)OCC(=O)Nc2cccc(S(=O)(=O)NC3=NCCCCC3)c2)CC1(Cl)Cl (stereo not drawn)	i	i	i	i	i	i	i	i	2	2	i
O=C1NC(c2ccc(Br)cc2)Oc2ccccc21 (stereo not drawn)	i	i	i	i	i	i	i	i	-2	8	i
N#Cc1cc2c(nc1Cl)CCCC2	i	i	i	i	i	i	i	i	-6	-1	i
C[n+]1ccccc1/C=C/c1ccc([N+](=O)[O-])cc1	i	i	i	i	-7.3*	i	i	i	8	1	i
C=CCn1c(=S)[nH]c2cc(C(=O)Nc3ccc(OC)c(OC)c3)ccc2c1=O	i	i	i	i	i	i	i	i	-6	-6	i
COc1ccc(C(=O)N=c2sc3ccccc3n2C)cc1OC	i	i	i	i	i	i	i	i	0	-7	i
Cn1c(=O)c2c(SCC(=O)Nc3nccs3)nc(C3CC3)nc2n(C)c1=O	i	i	i	i	i	i	i	i	10	-5	i
CCOC(=O)N1CCN(C(=O)c2noc(C(C)C)c2[N+](=O)[O-])CC1	i	i	i	i	i	i	i	i	0	0	i
CCC1CCCCN1C(=O)CSc1nc2c(cnn2-c2ccc(C)cc2)c(=O)[nH]1 (stereo not drawn)	i	i	i	i	i	i	i	i	-6	22	i
COc1ccc(N=C2NC(=O)C(CC(=O)NCCc3ccc(OC)c(OC)c3)S2)cc1 (stereo not drawn)	i	i	i	i	i	i	i	i	3	-6	i

Copied from the list.
Cc1cc(=O)oc(C)c1C(=O)NCC1COc2ccccc2O1 (stereo not drawn) in HDAC3 inhib reads 4
O=S(=O)(NCC(c1cccnc1)N1CCOCC1)c1ccc(Cl)cc1 (stereo not drawn) in HDAC3 inhib reads -2

The results go on:
SMILES	TRPC6 activator	ANO1 activ	MrgX1 PAM	MrgX1 antagonist	TRPC6 inhibitor	TMEM16A inh	RGS4 block	RGS4 act	HDAC3 inhib	SKKanGAS inh	MrgX1 ag
COC(C(=O)Nc1ccnn1C1CCN(Cc2cnn(C)c2)CC1)c1ccccc1 (stereo not drawn)	i	i	i	i	i	i	i	i	-3	3	i
NC(=O)COc1ccccc1C(=O)O	i	i	i	i	i	i	i	i	5	0	i
Cc1cc(N2CCCCCC2)nc2ccccc12	i	i	i	i	i	i	i	-10*	-3	1	i
Nn1c(SC/C=C/c2ccccc2)nnc1-c1ccncc1	i	i	i	i	i	i	i	i	6	-14	i
CC(=O)NS(=O)(=O)c1ccc(NC(=O)/C=C/c2ccccc2)cc1	i	i	i	i	i	i	i	i	4	4	i
COc1ccc(/C=C\c2cc(OC)c(OC)cc2CC[N+](C)(C)C)cc1OC	i	i	i	i	-7.7*	i	i	i	-21	-5	i
COc1ccccc1C(=O)NC(=O)COC(=O)CN1C(=O)NC2(CCCCC2C)C1=O (stereo not drawn)	i	i	i	i	i	i	i	i	-1	-6	i
COc1cc(Cl)c(C)cc1NC(=S)NN	i	i	i	i	i	i	i	i	6	7	i
COc1ccccc1-c1cnn2c(NCc3ccccc3)cc(C)nc12	i	i	i	i	i	i	i	-7.3*	-5	8	i
CC(=O)Nc1ccc(S(=O)(=O)NCC(=O)OCC(=O)N2CCc3ccccc32)cc1	i	i	i	i	i	i	i	i	-7	2	i
Cc1ccc(NC(=O)N(Cc2cccnc2)Cc2ccco2)cc1C	i	i	i	i	i	i	i	i	-5	-11	i
C=CCN1C(=O)N(CC=C)c2cccc3cccc1c23	i	i	i	i	i	i	i	i	3	14	i
CSc1ccc(S(=O)(=O)NCc2ccc(Cl)cc2)cc1	i	i	i	i	i	i	i	i	3	-6	i
NC(=O)c1cc([N+](=O)[O-])ccc1NCc1ccccn1	x	i	i	i	x	i	x	x	-5	x	i
O=C(Nc1nc(-c2cccc3ccccc23)cs1)c1ccc2c(c1)S(=O)(=O)c1ccccc1C2=O	i	i	i	i	i	i	i	i	x	-3	i
Cc1ccccc1NC(=O)CSCc1nc(N)nc(Nc2ccccc2C)n1	i	i	i	i	i	i	i	i	4	5	i
Cc1ccc2nc(NC(=O)Cn3nc(C)c([N+](=O)[O-])c3C)sc2c1	i	i	i	i	i	i	i	i	-2	1	i
O=C(NCc1ccco1)c1ccc2c(c1)C(=O)N(Cc1ccccc1)C2=O	i	i	i	i	i	i	i	i	2	20	i
O=C(Nc1ccc(S(=O)(=O)Nc2nccs2)cc1)/C(=C/c1ccccc1Cl)NC(=O)c1ccccc1	i	i	i	i	i	i	i	i	2	-7	i
O=C(CCC(=O)N1CCOc2ccc(Cl)cc21)NCc1ccccc1	i	i	i	i	i	i	i	i	0	-5	i
CC(=O)c1cccc(NC(=O)c2ccc(NS(=O)(=O)c3c(C)noc3C)cc2)c1	i	i	i	i	i	i	i	i	4	6	i
O=C(Nc1ccccc1[N+](=O)[O-])c1cc2ccccc2nc1Cl	i	i	i	i	i	i	i	i	-1	10	i

From PubChem BioAssay

Rows were taken by chance. Share with any hit: about 6.7%.
